Compound activity: PubChem BioAssay, National Center for Advancing Translational Sciences (NCATS)
TRHR PAM: allosterically enhances the human TRH receptor; TRHR cells, fluo-8 calcium fluorescence, EC20 TRH enhancement; enhancement, % at 2 µM; actives 0.66% (n = 360,000); AID 493056; in the data active = enhancement above about 30%; note: 0% is about no effect
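Enhancer read-out: after compound pinning and an initial kinetic agonist-mode read, an EC20 of TRH (10 nM final) was injected and fluo-8 calcium signal (Ex 480/Em 530) followed at 1 s/cycle for 100 cycles in TRHR-expressing cells.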
D1 antag: human D1 dopamine receptor antagonism; P21728; HEK293 TREx D1 cells, calcium flux, dopamine EC80; stronger effect = lower value; activity change, negative = inhibition, % at 10 µM; actives 3.2% (n = 360,000); AID 504652; in the data active = activity change below about -30%; note: % is set by controls: 0 for no effect and ±100 for the full control effect
Target sequence (P21728 whole entry, looked up): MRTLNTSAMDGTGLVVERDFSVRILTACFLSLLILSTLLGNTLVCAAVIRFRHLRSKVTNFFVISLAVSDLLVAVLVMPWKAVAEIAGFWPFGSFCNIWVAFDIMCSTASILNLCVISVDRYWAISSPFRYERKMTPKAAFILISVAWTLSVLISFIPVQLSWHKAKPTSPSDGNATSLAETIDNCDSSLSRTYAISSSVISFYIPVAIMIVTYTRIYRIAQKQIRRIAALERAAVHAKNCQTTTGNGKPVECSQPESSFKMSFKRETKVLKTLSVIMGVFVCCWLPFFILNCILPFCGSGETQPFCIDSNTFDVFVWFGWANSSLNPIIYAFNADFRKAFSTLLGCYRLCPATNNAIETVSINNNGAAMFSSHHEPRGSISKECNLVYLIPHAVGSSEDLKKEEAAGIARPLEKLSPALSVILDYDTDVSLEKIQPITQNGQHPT
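HEK293 T-REx cells expressing inducible, force-coupled D1 receptor; no-wash Ca dye, 30–90 min RT. Cmpd → 180 s read at 1 Hz → EC80 DA → 180 s read.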
D2 antagonist: antagonists of human D2 dopamine receptor. P14416. HEK293 TREx D2 cells, calcium flux, dopamine EC80. inhibition, % at 10 µM. actives 2% (n = 340,000). AID 485344; in the data active = inhibition above about 30%; note: 0% is about no effect
Target sequence (P14416 whole entry, looked up): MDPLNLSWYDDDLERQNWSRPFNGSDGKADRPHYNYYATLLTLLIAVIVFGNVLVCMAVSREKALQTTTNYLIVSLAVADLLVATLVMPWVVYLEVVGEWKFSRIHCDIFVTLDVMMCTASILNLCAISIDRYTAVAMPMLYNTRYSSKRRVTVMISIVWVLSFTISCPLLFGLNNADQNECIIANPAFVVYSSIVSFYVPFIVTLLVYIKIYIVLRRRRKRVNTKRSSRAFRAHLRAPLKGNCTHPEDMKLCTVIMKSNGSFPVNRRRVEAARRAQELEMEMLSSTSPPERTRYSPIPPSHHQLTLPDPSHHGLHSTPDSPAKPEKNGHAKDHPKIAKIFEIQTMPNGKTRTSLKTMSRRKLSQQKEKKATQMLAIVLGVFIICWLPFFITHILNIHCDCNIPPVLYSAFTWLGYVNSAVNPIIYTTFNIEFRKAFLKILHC
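Dopamine at EC80 is the agonist stimulus; test compounds precede it by 180 s. Calcium flux read kinetically in a force-coupled, inducible HEK293 T-REx D2 cell line.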
RXFP1 antag: RXFP1 (human) relaxin receptor antagonism | HEK293-RXFP1, relaxin-stimulated cAMP HTRF, 30 min; stronger effect = lower value | activity change, negative = inhibition, % at 57.5 µM | actives 0.59% (n = 350,000);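 active = activity change of -60% or lower, but not beyond a set lower limit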; note: % is set by controls: 0 for no effect and ±100 for the full control effect
D1 potentiator: human D1 dopamine receptor positive modulation | P21728 | actives 0.036% (n = 360,000) | potentiation, % at 10 µM | HEK293 TREx D1 cells, calcium flux, dopamine EC20 potentiation | AID 504651; in the data active = potentiation above about 30%; note: 0% is about no effect
D2 potentiator: positively modulates the human D2 dopamine receptor allosterically | actives 0.34% (n = 340,000) | potentiation, % at 10 µM | AID 485347 | HEK293 T-REx D2, calcium flux, EC20 dopamine potentiation;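 active = potentiation over 3 SD above the plate norm, cut at about 30% in these data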; note: 0% is about no effect
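Potentiation of an EC20 dopamine calcium response is measured in a force-coupled, tetracycline-inducible Hek293 Trex D2 line. Compound-only kinetic reads over 180 s flag agonists before dopamine addition.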
RXFP1 ag: activates the human relaxin receptor RXFP1; Q9HBX9; HEK293T-RXFP1 cAMP TR-FRET, 30 min; response scale: percent of porcine relaxin response, buffer zero; Potency, µM (highest dose often 57.5 µM), inactives show at the top dose activation, usual class: activators; actives 0.3% (n = 370,000); active = well fitted activation curve with a large enough effect; note: potency is the fitted concentration of half-maximal effect; % is set by controls: 0 for no effect and ±100 for the full control effect; nearly all actives have a fitted effect of over 60% in size; many of its hits are not listed in these tables
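HEK293T cells stably expressing RXFP1 were pretreated with the PDE4 inhibitor Ro 20174, exposed to compounds for 30 min at 37C, lysed, and cAMP was read by TR-FRET. Data normalized to buffer (basal) and 29 nM porcine relaxin (100%).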
D1 ag: human D1 receptor agonism. activation, % at 2 µM. HEK293 T-REx D1 cells, calcium flux, agonist mode. actives 1% (n = 360,000); in the data active = activation above about 30%; note: 0% is about no effect
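Inducible HEK293 T-REx D1 cells, force-coupled to calcium signalling, were plated at 4000 cells/well with tetracycline and held overnight at 30 C. After no-wash calcium dye loading, compound-evoked calcium rise over 180 s flagged agonists.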
D2 agonist: agonists of human D2 dopamine receptor. actives 0.53% (n = 340,000). activation, % at 2 µM. P14416. HEK293 T-REx D2 cells, calcium flux agonist mode. AID 485358;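 active = activation over 3 SD above normal in the single-dose calcium agonist read, cut at about 30% in these data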; note: 0% is about no effect
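Tetracycline-induced HEK293 Trex cells with D2 receptor force-coupled to calcium signaling, plated overnight at 30 C and loaded with no-wash calcium dye. Calcium flux read kinetically for 180 s after compound addition; responses flag agonists.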
Active calls of the source: *; / = not tested or not shown; & = joins results of further samples. These rows are one share of the data; the hit share may differ from the screen's.

SMILES	TRHR PAM	D1 antag	D2 antagonist	RXFP1 antag	D1 potentiator	D2 potentiator	RXFP1 ag	D1 ag	D2 agonist
Cc1c([N+](=O)[O-])c(C(=O)Nc2ccc3c(c2)OCCO3)nn1C	5	2	8	-2	-8	-12	9.1%	1	-0.4
COc1ccccc1CN(C(=O)CNC(=O)c1ccco1)C(C(=O)NCC1CCCO1)c1ccccc1 (stereo not given)	0	8	5	1	-7	-3	0.2%	1	0.0
CCOC(=O)C1C(c2ccccc2)NC(=S)NC1(C)O (stereo not given)	3	11	13	-13	-2	3	0.3%	3	0.9
O=C(CSc1nc2ccccc2c(=O)n1Cc1ccco1)NCc1ccco1	5	-18	-10	9	-6	-1	1.9%	0	-0.1
CCc1nnc(NC(=O)CSc2nc3ccccc3o2)s1	0	/	16	2	-4	12	-1.2%	-1	-1.0
CCOc1ccc(C(C(=O)NCCOC)N(CCOC)C(=O)CCC(=O)Nc2ccccn2)cc1 (stereo not given)	0	-2	11	-7	-3	6	-0.5%	5	-0.5
CCN1C(=O)CC(N2CCC(Nc3ccc(F)cc3)CC2)C1=O (stereo not given)	4	-13	1	-4	2	-7	0.4%	0	0.1
O=C(Cn1nc(Cc2ccncc2)c2ccccc2c1=O)Nc1cccc(C(F)(F)F)c1	2	-2	/	13	3	20	2.8%	-1	-0.8
N#CCCN(Cc1cccnc1)C(=O)Nc1ccccc1	-3	15	-2	9	1	-1	4.0%	-1	-1.0
CC(C)(C)OC(=O)Cc1nnc(-c2nc3ccccc3[nH]2)o1	-1	-33*	/	/	4	/	/	2	/
Cc1ccc(C)c(OCC(=O)NCC(c2ccco2)N2CCCCC2)c1 (stereo not given)	13	-3	-11	-21	-2	-26	-0.7%	2	0.0
CN(Cc1ccccc1)C(=O)c1ccc(COc2ccccc2)cc1	0	-61*	10	-18	-4	5	-1.0%	7	0.8
CCOc1ccccc1C(=O)OCC(=O)Nc1ccc(N2CCCCC2)cc1	5	4	-23	4	4	9	-0.5%	-2	-0.1
FC(F)(F)c1ccnc(N2CCN(Cc3cnc(-c4ccccc4)[nH]3)CC2)c1	2	3	90*	-17	-11	-24	-1.2%	10	0.2
CC(C)CCN1CCN(Cc2ccoc2)CC1CCO (stereo not given)	2	6	1	10	-5	-11	-5.3%	2	-0.1
O=C(NC1CC1)C1=C[C@@H](c2csc3ccccc23)C[C@@H](OCCCCO)O1	5	-4	16	/	-3	9	0.0%	0	0.2
CCc1nc(SCC(=O)N2CCCCCC2)c2c(=O)n(C)c(=O)n(C)c2n1	0	-34*	-8	-1	0	9	24%	3	0.0
O=C(C[N+]12CC[N+](CC(=O)c3ccc(F)cc3)(CC1)CC2)c1ccc(F)cc1	14	12	-11	13	-2	7	-0.5%	8	0.0
O=c1cccc(-c2ccccc2)[nH]1	-3	0	-5	-14	4	1	-0.3%	1	-0.1
O=[N+]([O-])c1cccc(NC2=NCCC2)c1	-8	-18	10	-64*	-5	-9	0.7%	0	1.2
CCC(=O)N(Cc1ccc(S(N)(=O)=O)cc1)C1CC(=O)N(c2ccc(OC)cc2)C1=O (stereo not given)	0	-2	11	-2	-5	-1	-0.6%	1	0.7
COc1ccc(C(=O)COC(=O)c2ccc([N+](=O)[O-])s2)cc1OC	-7	4	8	4	-4	-2	1.4%	1	-0.3
Cn1cccc1C(C#N)c1cccc(F)c1C#N (stereo not given)	5	-24	11	-6	-8	-5	1.9%	1	2.9
COCCCn1c(SCC(=O)N2CCCCC2C)nnc1-c1ccco1 (stereo not given)	-10	-16	2	6	4	10	-1.1%	1	-0.3
O=C(N/N=C/C=C/c1ccc2c(c1)OCO2)c1ccc([N+](=O)[O-])cc1	15	-17	-6	-4	2	4	0.6%	0	-0.5

Three compounds already listed, ordered by the value under D2 potentiator, highest first.
SMILES	D2 potentiator
O=C(Cn1nc(Cc2ccncc2)c2ccccc2c1=O)Nc1cccc(C(F)(F)F)c1	20
CCC(=O)N(Cc1ccc(S(N)(=O)=O)cc1)C1CC(=O)N(c2ccc(OC)cc2)C1=O (stereo not given)	-1
COc1ccc(C(=O)COC(=O)c2ccc([N+](=O)[O-])s2)cc1OC	-2

Continuation.
SMILES	TRHR PAM	D1 antag	D2 antagonist	RXFP1 antag	D1 potentiator	D2 potentiator	RXFP1 ag	D1 ag	D2 agonist
Cc1ccc(CNC(=O)CCS(=O)(=O)c2ccc(C)cc2)cc1	-2	-13	-1	-4	4	-4	-0.7%	1	0.1
CCCCc1cc(=O)oc2c(CN3CCN(C)CC3)c(O)ccc12	-4	-4	10	2	-4	14	9.2%	0	-1.2
Cc1cccc(NC(=O)CSc2nc(=O)n(CCN3CCOCC3)c3c2CCC3)c1	-2	/	/	-1	-3	-7	4.8%	-2	0.7
CCN1CCN(c2ccc(N3CCN(S(=O)(=O)c4cc([N+](=O)[O-])ccc4C)CC3)nn2)CC1	2	7	6	-1	-15	0	0.0%	2	-0.1
CCC(=O)N1c2ccc(S(=O)(=O)NC3CCCCC3)cc2CC1C (stereo not given)	-5	-2	9	-3	-7	-15	4.1%	16	0.5
COc1ccc(N2CCN(C(=O)c3nc(-c4ccc(Cl)cc4)n4c3CCCCC4)CC2)cc1	5	5	/	-4	4	2	-1.2%	0	-1.4
Cc1cc2cc(CCNC(=O)CCCc3ccccc3)c(=O)[nH]c2cc1C	-1	-3	11	0	-8	-9	1.9%	0	0.4
CC(C)/C=N/Nc1nc2c(c(=O)n(C)c(=O)n2C)n1C	6	-3	6	-1	-1	8	9.1%	0	-0.5
O=C(Nc1ccc2c(c1)OCCO2)c1cc2sccc2n1Cc1ccc(F)cc1	-9	-2	1	-16	-6	-5	0.2%	6	0.7
CCCCCN(C(=O)CCC(=O)OCc1cccc(Br)c1)c1c(N)n(CCCC)c(=O)[nH]c1=O	8	14	9	-20	0	2	-0.4%	5	0.5
CC(c1ccco1)N(C(=O)COc1ccc(Cl)cc1Cl)c1ccccn1 (stereo not given)	-5	-12	-21	-2	1	0	-0.4%	1	0.0
N=C1SCC(=O)N1c1ccc(Cl)cc1	13	4	-12	-3	-1	14	-3.4%	-3	-0.8
COC(=O)CNC(=O)C(Cc1c[nH]c2ccccc12)NC(=O)Oc1ccccc1 (stereo not given)	-8	8	9	-2	-9	0	-0.8%	1	0.2
CC(C)(C)c1nc(N)nc(=O)[nH]1	-1	11	-9	0	-4	7	-3.7%	3	-1.0
Cc1ccc(Cl)cc1NC(=O)Nc1cn(CC(C)C)c(=O)c2ccccc12	0	7	/	-1	-1	-7	3.5%	4	-0.1
CC(=O)N1CCC(N(C(=O)Nc2c(F)cccc2F)C(C)C)CC1	1&10	-10&-14	-20	-9	-1	15&5	2.1%&-0.1%	2&4	-0.4&0.9
O=C(CCc1nc2ccccc2c(=O)[nH]1)Nc1cc(C(F)(F)F)ccc1N1CCOCC1	7	-23	-7	-14	-2	-12	0.4%	3	0.4
Cc1cc(NC(=O)CSc2nc(-c3cccs3)nc3ccccc23)no1	-1	4	20	5	0	2	-0.1%	2	-0.2
COCCNc1nc(-c2cc(-c3ccc(Cl)cc3)on2)cc(C(C)C)n1	3	-13	2	/	-2	-3	0.0%	9	0.7
Cc1ccc(N(CC(=O)Nc2cccc(C)c2)S(=O)(=O)c2cccc3nonc23)cc1	0	3	9	6	2	1	1.2%	10	-0.3
Cc1ccc(NC(=O)c2ccccc2NC(=O)c2cccnc2)cc1	-3	-1	11	2	4	-6	1.8%	1	-1.3
Cc1nnc(NC(=O)CSc2nnc(-c3ccc(S(=O)(=O)N4CCCC4)cc3)n2C)s1	0	-6	-8	6	-2	10	1.0%	1	0.4
CNC(=O)CCCc1nc(-c2ccccc2Cl)no1	2	0	14	19	0	-3	0.5%	1	1.4
CC(=O)c1cc(C#N)c(SCC(=O)Nc2nccs2)nc1C	-3	2	-10	-3	-1	7	9.8%	0	-3.8
COc1cc2c(cc1OC)CN(C(=S)Nc1c(C)cccc1C)CC2	-7	29	/	17	5	1	0.2%	2	/

Part of the list above, showing only TRHR PAM.
mol	TRHR PAM
FC(F)(F)c1ccnc(N2CCN(Cc3cnc(-c4ccccc4)[nH]3)CC2)c1	2
COCCNc1nc(-c2cc(-c3ccc(Cl)cc3)on2)cc(C(C)C)n1	3
COc1ccc(C(=O)COC(=O)c2ccc([N+](=O)[O-])s2)cc1OC	-7
N=C1SCC(=O)N1c1ccc(Cl)cc1	13
COc1ccccc1CN(C(=O)CNC(=O)c1ccco1)C(C(=O)NCC1CCCO1)c1ccccc1 (stereo not given)	0

The list continues:
SMILES	TRHR PAM	D1 antag	D2 antagonist	RXFP1 antag	D1 potentiator	D2 potentiator	RXFP1 ag	D1 ag	D2 agonist
CCCCOc1ccc(C(=O)N(Cc2nc(-c3ccc(Cl)cc3)no2)C(C)C)cc1	-3	-6	/	-34	4	7	0.1%	29	/
CC(NC(=O)COc1ccccc1)C(=O)N1CCN(c2ccccc2)CC1 (stereo not given)	-7	-3	7	3	-3	8	-0.2%	3	0.1
CCN(CC(=O)Nc1cc(Cl)ccc1Cl)C(=O)c1ccc(-n2cccn2)cc1	-1	-16	-6	-1	-4	-11	1.0%	-2	0.5
CSc1nnc(C)c(=O)[nH]1	0	0	4	-16	-4	-1	-1.8%	0	0.7
CCOC(=O)C1(CCc2ccccc2)CCN(C(=O)c2cnc(C)cn2)CC1	2	5	-12	16	-1	-1	3.1%	0	-1.6
CCOc1ccccc1NC(=O)N1CCCC1C(=O)NCc1cccs1 (stereo not given)	-5	3	-3	6	-2	-6	-2.2%	0	-0.8
Cc1ccc(OCc2ccc(-c3nc(C#N)c(N4CCC(C)CC4)o3)o2)cc1	-1	8	/	2	-1	/	4.6%	4	/
COc1cc(C(=O)NCCCNc2nc3c(C)cc(C)cc3cc2C#N)cc(OC)c1OC	-1	-5	4	6	2	-1	-1.1%	2	1.1
C/C(CC(=O)Nc1ccc(C)c(Cl)c1)=N\NC(=O)C1CCCCC1	4	-6	-10	-9	-4	15	1.0%	2	-0.6
COc1ccc(C(=O)Nc2cc(C)on2)cc1[N+](=O)[O-]	9	7	8	7	-1	27	-1.1%	0	-1.7
C=CCn1c2ccccc2c2nnc(SC(CC)C(=O)Nc3sc4c(c3C#N)CCCC4)nc21 (stereo not given)	5	12	-2	-6	-1	5	0.5%	1	1.8
O=C(Nc1cccnc1)c1ccc(Cl)c([N+](=O)[O-])c1	5	-7	-3	0	-7	5	-0.2%	1	1.2
O=C(NC1CCCC1)c1ccc2c(=O)n(Cc3ccccc3)c(SCc3ccccc3)nc2c1	-1	15	/	-3	-4	17	0.1%	1	-2.2
